# High-throughput results from PubChem.
# TNAP inh no acc: TNAP (human) inhibition, acceptor-free conditions; purified TNAP, CDP-star luminescence, 30 min; inhibition, % at 20 µM; actives 0.26% (n = 200,000); AID 1012;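 active = tissue-nonspecific alkaline phosphatase inhibition above about 50% at 20 µM in the single-dose screen, limit read from the data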;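 note: 0% = DMSO negative control and 100% = EDTA positive control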
# PMI act: increases human mannose-6-phosphate isomerase activity. P34949. purified human PMI, coupled resazurin fluorescence, 20 min; hits give high values; 1 = vehicle control, 0 substrate-free wells. activation factor at 20 µM. actives 0.005% (n = 190,000). AID 1214;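 active = activation factor of 2 or more at 20 µM, relative to plate controls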
# Target sequence (P34949 whole entry, looked up): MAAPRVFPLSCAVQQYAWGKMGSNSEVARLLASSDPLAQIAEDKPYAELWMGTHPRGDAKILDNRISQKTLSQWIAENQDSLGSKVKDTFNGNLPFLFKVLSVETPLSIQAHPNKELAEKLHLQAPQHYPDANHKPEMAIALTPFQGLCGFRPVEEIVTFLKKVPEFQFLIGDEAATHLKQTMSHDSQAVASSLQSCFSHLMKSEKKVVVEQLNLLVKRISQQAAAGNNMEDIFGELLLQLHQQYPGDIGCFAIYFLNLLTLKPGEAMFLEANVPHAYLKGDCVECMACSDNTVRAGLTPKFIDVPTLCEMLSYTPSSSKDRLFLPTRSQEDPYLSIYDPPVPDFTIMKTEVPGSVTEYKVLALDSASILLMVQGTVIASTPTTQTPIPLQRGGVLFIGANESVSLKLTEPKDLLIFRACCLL
# Efa HMGR inh: blocks class II HMG-CoA reductase of Enterococcus faecalis; purified E. faecalis HMGR, NADPH absorbance 340 nm kinetic; inhibition, % at 10 µM; actives 0.41% (n = 190,000); AID 1066;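 active = inhibition above a set limit, the median over all tested compounds plus 3 SD, cut at about 9.5% in these data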;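 note: enzyme runs in reverse so mevalonate oxidation gives rising NADPH absorbance; 0% = complete reaction with DMSO and 100% = background rate lacking mevalonate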
# Diaphorase act: activates diaphorase or chemically reduces, flagging diaphorase assay artifacts; Diaphorase/resazurin coupled assay, resorufin fluorescence, 16 min; hits give high values; 1 = vehicle wells, 0 = NADH-free wells; AID 1229; actives 0.005% (n = 190,000); activation factor at 20 µM;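 active = diaphorase activity raised at least twofold by the compound at 20 µM; inactive = activation factor below 2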
#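 Test system: Clostridium kluyveri diaphorase, purified enzyme; input: enzyme 0.07 U/mL final; buffer or medium: 50 mM HEPES pH 7.4 with 4.542 mM MgCl2, 0.005% Tween 20; also added: 0.114 mM NADH and 0.1 mM resazurin, final amounts; schedule: 16 min enzyme reaction, ambient temperature; technique: fluorescence of resorufin, 544 nm excitation, 590 nm emission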
# TNAP inh hi DEA: inhibitors of human TNAP at high phosphate acceptor concentration; inhibition, % at 20 µM; purified TNAP, CDP-star luminescence, 1 M DEA; P05186; AID 1135; actives 0.03% (n = 200,000);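 active = over 50% inhibition of tissue-nonspecific alkaline phosphatase at 20 µM in the single-dose screen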;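 note: plate controls were DMSO wells for no effect and EDTA-quenched wells as full inhibition for full effect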
# FLuc stim CS: firefly luciferase counter-screen for stimulation assays. activation factor at 10 µM. ATPlite luciferase biochemical, luminescence, 10 min; 0 = ATP-free wells, 1 = DMSO control. AID 1027. P08659. 200,000 tested, under 10 active;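 active = luciferase activation factor, scaled between plate controls, of at least 2 with compound at 10 µM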
# Target sequence (P08659 whole entry, looked up): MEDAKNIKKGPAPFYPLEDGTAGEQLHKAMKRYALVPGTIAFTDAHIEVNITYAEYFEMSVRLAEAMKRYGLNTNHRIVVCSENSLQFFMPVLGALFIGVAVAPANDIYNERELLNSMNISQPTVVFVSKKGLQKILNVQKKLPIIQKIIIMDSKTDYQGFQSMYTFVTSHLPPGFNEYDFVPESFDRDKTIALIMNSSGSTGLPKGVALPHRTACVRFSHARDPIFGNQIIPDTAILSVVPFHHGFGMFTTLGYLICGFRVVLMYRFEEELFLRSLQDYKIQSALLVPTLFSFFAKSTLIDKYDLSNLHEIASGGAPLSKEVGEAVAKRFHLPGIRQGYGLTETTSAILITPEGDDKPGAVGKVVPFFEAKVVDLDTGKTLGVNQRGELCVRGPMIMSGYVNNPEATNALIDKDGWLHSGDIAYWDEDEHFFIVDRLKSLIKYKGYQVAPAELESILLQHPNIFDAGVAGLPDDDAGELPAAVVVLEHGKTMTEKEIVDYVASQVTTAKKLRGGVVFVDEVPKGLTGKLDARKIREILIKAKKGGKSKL
#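 System: Luciferase/luciferin detection reagent, cell-free biochemical luciferase assay | Medium: PBS buffer for ATP | Dosing: Test compounds dosed from 2 mM stocks in 100% DMSO | Timing: 10 min at ambient temperature | Signal: Luminescence measurement of luciferase light output | Evaluation: Luciferase activation, seen as luminescence increase over controls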
# G6PDH counter: inhibits Leuconostoc G6PDH, flagging false hits in G6PDH-based assays; Purified L. mesenteroides G6PDH, diaphorase/resazurin coupled fluorescence, 45 min; inhibition, % at 5 µM; actives 0.12% (n = 200,000); AID 1020; in the data active = inhibition above about 50%
# TNAP act hiacc: TNAP (human) activation, high acceptor | activation factor at 20 µM | 200,000 tested, under 10 active | P05186 | purified TNAP, CDP-star luminescence, 1 M DEA, 30 min; hits give high values; 0 = EDTA background, 1 = DMSO-only activity;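 active = activation factor at least 2 at 20 µM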
#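 system = human TNAP | amount = enzyme diluted 1/800 final | reagent = 100 µM CDP-star substrate | signal = luminescent substrate turnover signal | dosing = one dose, 20 µM | benchmarks = EDTA negative control, DMSO positive control | measure = activation factor | timing = 30 min reaction, room temperature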
# Diaphorase inh: counter-screen for diaphorase-based assays: diaphorase inhibitors and chemical oxidizers | inhibition, % at 20 µM | AID 1217 | diaphorase resazurin-to-resorufin fluorescence, NADH, 16 min; bacterial (C. kluyveri) enzyme, not human | actives 0.69% (n = 190,000);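 active = primary screen inhibition at 20 µM above a set limit, cut at about 50% in these data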;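 note: plate controls were DMSO with full reaction for no effect and wells lacking NADH for full effect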
#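 material = Clostridium kluyveri diaphorase enzyme | amount = 0.14 U/mL diaphorase, enzyme working solution | schedule = incubation 16 min, room temperature | detection = fluorescence of resorufin formed from resazurin, Ex 544/Em 590 nm | benchmarks = positive control minus NADH, DMSO neutral control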
# PMI act satM6P: activators of human phosphomannose isomerase at near-saturating mannose 6-phosphate. coupled PMI enzyme assay, resazurin fluorescence, 20 min; hits give high values; 1 = untreated enzyme, 0 = substrate-free blank. activation factor at 20 µM. actives 0.34% (n = 190,000);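 active = activation factor of 2 or more at 20 µM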
#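 Test system: human phosphomannose isomerase with PGI, G6PDH, diaphorase coupling enzymes; Amount: PMI at 15 ng/mL final; Reagent: Mannose-6-phosphate 1.0 mM (near-saturating) plus 0.22 mM NADP+; Timing: 20 min, room temperature; Technique: resorufin fluorescence at Ex 544/Em 590 nm; Dosing: 20 µM single dose.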
# Numbers without * were called inactive.
SMILES,TNAP inh no acc,PMI act,Efa HMGR inh,Diaphorase act,TNAP inh hi DEA,FLuc stim CS,G6PDH counter,TNAP act hiacc,Diaphorase inh,PMI act satM6P
Cc1cccc(N(C)S(=O)(=O)c2ccc3c(c2)CCC(=O)N3)c1,-12,0.9,-1,1,-4,1,4,1,2,0.9
CCOc1ccc(-n2nc3c(=O)[nH]nc(C)c3c2C)cc1,-26,1,5,1,-2,1,2,1,5,1.1
C=CCn1c(N)cc(=O)nc1SCC(=O)N(c1ccccc1)c1ccccc1,-4,1,-2,1.1,-14,1,9,1.1,-13,1
CC(C)C[C@H](NC(=O)Nc1ccccc1F)C(=O)O,-14,1,-2,1,-1,1.1,7,1,0,1
O=C(O)C1CCCN1C(=O)Nc1ccc(Cl)cc1 (configuration not stated),-9,1,2,0.9,-3,1.1,2,1,12,1
COc1ccccc1OC(C)C(=O)NNC(=S)NC1CCCC1 (configuration not stated),-132,1,-3,0.9,-4,1,6,1,7,1
Nc1nc(Cl)cc(N2CCOCC2)n1,-12,1,-1,0.9,-4,1,2,1,12,1.1
Cc1cc(F)ccc1S(=O)(=O)Nc1ccccc1C(=O)Nc1ncn[nH]1,-15,1,-3,0.8,-7,1.1,0,1.1,21,1
N#C/C(=C/c1ccco1)c1nc2ccccc2s1,-6,1,-10,0.9,14,0.3,9,0.9,13,0.9
CCCCCC(=O)NNC(=O)c1ccc(-c2ccccc2)cc1,-55,0.9,-9,0.9,-2,1.1,-9,1,7,1
C#CCN1C(=O)C(O)(CC(=O)c2ccc3c(c2)OCCO3)c2ccccc21 (configuration not stated),-6,1,-7,0.9,-6,1,-1,1.1,11,1
COC(=O)c1ccc(COC(=O)CNC(=O)CNC(=O)c2ccc(C)cc2)cc1,-10,1,1,1,0,1,1,1,3,1
Cc1cc(C)n2nc(S(=O)(=O)Nc3c(Cl)cccc3Cl)nc2n1,-22,1.1,2,0.9,-7,1.1,0,1.1,9,1
CCOc1c(Br)ccc2c1sc1nc[nH]c(=O)c12,-5,1,-7,0.7,-8,1.1,-1,1.1,28,0.9
Cc1cs/c(=N\N=C\c2cccc([N+](=O)[O-])c2)n1Cc1ccco1,6,0.9,-2,0.8,8,1,-18,0.9,24,0.9
O=C(CCl)Nc1ccc2c(c1)OCO2,-4,1.1,-7,0.9,4,1,-2,1,10,0.9
CC(C)(C)NS(=O)(=O)c1ccc(NC(=O)C2CCCCC2)cc1,-7,1,-1,1,-5,1.1,6,1,2,1
CCn1c(CNC(=O)c2ccco2)nnc1SCC(=O)Nc1cc(C(F)(F)F)ccc1Cl,0,0.9,-1,0.9,1,1.1,-11,1,8,0.9
Cn1c(=O)cc(OCC(=O)N2CCN(c3ccccc3F)CC2)c2ccccc21,-2,1,3,0.9,-4,1.1,-6,1,7,0.9
Cc1c(N(C(=O)Cc2cccs2)C2(C(=O)NC3CCCC3)CCCCC2)c(=O)n(-c2ccccc2)n1C,-16,1.1,-4,1,-5,1,-3,1.1,4,1.1
CC(=O)Nc1cccc(NC(=O)Nc2ccc(C)c(Cl)c2)c1,-9,0.9,6,0.9,5,0.7,-4,1,6,0.9
CC(=O)c1ccc(N2CCN(C(=O)/C=C/c3ccc(S(=O)(=O)NCc4ccco4)cc3)CC2)cc1,-11,1,-3,0.9,-3,1,-6,1,9,1.1
COc1ccc(OCC(=O)NNC(=O)C2CCCO2)cc1 (configuration not stated),-4,1.1,4,0.9,0,1,3,1,7,1.1
Cc1ccc(S(=O)(=O)N2CCOC2CNC(=O)C(=O)NCc2ccco2)cc1 (configuration not stated),1,1,-1,0.9,-3,1.1,10,1,7,1.1
Cc1cccc(C(=O)NNC(=O)c2cccc(C)c2)c1,-24,1,0,0.9,-2,1,-3,1,8,1

# Record cards, as listed above. Screens in order: TNAP inh no acc, PMI act, Efa HMGR inh, Diaphorase act, TNAP inh hi DEA, FLuc stim CS, G6PDH counter, TNAP act hiacc, Diaphorase inh, PMI act satM6P
# CCOc1ccc(-n2nc3c(=O)[nH]nc(C)c3c2C)cc1 is listed with -26, 1, 5, 1, -2, 1, 2, 1, 5, 1.1
# Cc1cc(C)n2nc(S(=O)(=O)Nc3c(Cl)cccc3Cl)nc2n1 is listed with -22, 1.1, 2, 0.9, -7, 1.1, 0, 1.1, 9, 1
# Cc1cccc(N(C)S(=O)(=O)c2ccc3c(c2)CCC(=O)N3)c1 is listed with -12, 0.9, -1, 1, -4, 1, 4, 1, 2, 0.9

# (list continues)
SMILES,TNAP inh no acc,PMI act,Efa HMGR inh,Diaphorase act,TNAP inh hi DEA,FLuc stim CS,G6PDH counter,TNAP act hiacc,Diaphorase inh,PMI act satM6P
CCCCC(=O)NC(=S)Nc1cccc(C(=O)O)c1,-8,1,4,0.8,-6,1.1,-1,1.1,20,1
O=C(Nc1cc2c(oc1=O)CCCC2=O)c1cccc(Cl)c1,4,1.2,-1,1,-5,1.1,5,1.1,-1,1.1
Cc1ccc(C(=O)N2C(CC(=O)Nc3ccc(Cl)cc3)C(=O)NC3CCCCC32)cc1 (configuration not stated),-19,1,-12,0.9,-5,1,-1,1.1,6,0.9
COc1cccc(NC(=O)C(Sc2nnc(Nc3ccccc3C)s2)c2ccccc2)c1 (configuration not stated),-47,0.7,0,0.8,1,1,11,1,20,0.8
O=C(N/N=C/c1cccn1-c1ccccc1)c1ccncc1,-4,1.1,1,0.9,-1,1.1,4,1,6,1
COCCCNC(NC(=O)c1ccc(Br)cc1)C(Cl)(Cl)Cl (configuration not stated),-7,1,-2,0.9,0,1.1,-9,1,6,1
CCCC(CCC)C(=O)Nc1ccc2c(c1)N(C(=O)CN1CCN(C)CC1)c1ccccc1CC2,-28,0.8,-1,0.8,-6,1,13,1.1,23,0.8
COc1cccc(OC)c1OCCNC(C)(C)C,-12,1,-1,0.8,-5,1.1,2,1,16,1
O=C(Nc1cccc(S(=O)(=O)N2CCCCC2)c1)c1ccc(S(=O)(=O)C(F)F)cc1,-4,0.9,-5,0.8,-5,1.1,3,1,20,0.9
COc1ccc(-n2ncc3c(N4CCCCC4)ncnc32)cc1,-8,1.1,-3,1,-5,0.1,0,1.1,0,1.1
COc1ccc(CCNC(=O)C2CCN(S(=O)(=O)c3cc(OC)ccc3OC)CC2)cc1,-19,1,-4,0.8,-6,1.1,-27,1.1,16,0.9
Cc1cc(C(=O)O)cc(S(=O)(=O)N2CCOCC2)c1C,-8,0.9,-3,0.9,4,1,-2,1,13,0.8
NC(=O)C1CCN(c2cc(N3CCOCC3)ccc2[N+](=O)[O-])CC1,2,1,-1,1,8,1.1,-1,0.9,0,1
CCOC(=O)c1cc(NC(=O)COc2ccc([N+](=O)[O-])cc2)cc(C(=O)OCC)c1,-15,0.9,0,0.9,3,1.1,-2,1,6,1.1
CCCc1cc(=O)[nH]c(SCc2cc(C(=O)OC)c(C)o2)n1,-9,1,0,0.9,-3,1.1,8,1,13,1
C#CC(CO)N(CCN(Cc1ccccc1)C(C#C)CO)Cc1ccccc1 (configuration not stated),-5,0.8,-3,0.8,-4,1.1,-1,1,22,0.9
CCC(C(=O)O)n1nc(-c2ccccc2)c2cc(Cl)ccc21 (configuration not stated),-6,1.1,1,1,-3,1.1,-2,1,2,1
COCCNc1nc2ccccc2nc1NS(=O)(=O)c1ccc(C)cc1C,0,1,-10,0.9,-2,1.1,-4,1,12,1.1
COc1ccc2c(c1)C(SCC(=O)NCCc1ccccc1)CC(C)(C)O2 (configuration not stated),-11,0.9,3,0.9,-6,1,26,1.1,14,0.8
COc1cc(OC)cc(C(=O)NCCN2CCOCC2)c1,-11,0.9,-5,0.8,-1,1,-8,1,17,1
Cc1ccc(NC(=O)CN2C(=O)CSC2=O)cc1,-4,1,-10,0.9,-2,1,5,1,14,0.9
O=C(NCc1ccccc1Cl)C1CCCN(S(=O)(=O)c2cnc[nH]2)C1 (configuration not stated),-7,1,-8,0.9,-1,1,0,1,13,1
Cc1cc(C(F)(F)F)nc(SCCN2CCOCC2)c1C#N,-12,1.7,-3,1,-3,1,3,1,3,2.2*
O=C(Nc1c(C(=O)N2CCCCC2)cnn1-c1ccccc1)c1ccccc1,8,1.1,-5,1,0,1.1,12,1,-2,0.9
COc1ccc(-c2[nH]ncc2CN(CC2CCC(=O)N2)C(C)C)cc1F (configuration not stated),4,1,-2,0.8,-4,1,4,1,17,1

# The list goes on, starting with the last two of the part before.
SMILES,TNAP inh no acc,PMI act,Efa HMGR inh,Diaphorase act,TNAP inh hi DEA,FLuc stim CS,G6PDH counter,TNAP act hiacc,Diaphorase inh,PMI act satM6P
O=C(Nc1c(C(=O)N2CCCCC2)cnn1-c1ccccc1)c1ccccc1,8,1.1,-5,1,0,1.1,12,1,-2,0.9
COc1ccc(-c2[nH]ncc2CN(CC2CCC(=O)N2)C(C)C)cc1F (configuration not stated),4,1,-2,0.8,-4,1,4,1,17,1
COc1ccc(NC(=S)NCCN2CCOCC2)cc1,-6,1.1,7,1.1,-3,1,4,1,-8,1
CCSc1nc(C)c(C(C)=O)cc1C#N,-18,1,-7,1,0,1.1,3,1,3,1
Cc1ccc2nc(SCC(=O)N(CC(C)C)c3c(N)n(CC(C)C)c(=O)[nH]c3=O)[nH]c2c1,-5,1,-8,0.9,-2,1,4,1,5,1.1
COC(=O)c1ccc(NC(=O)c2ccc(NC(=O)C3CCCO3)cc2)cc1 (configuration not stated),-7,1,-1,1,3,1,2,1,0,1
Nn1c(SCc2ccccc2)nc2c(cnn2-c2ccccc2)c1=O,-4,0.9,-1,0.9,-1,1,8,1,14,1
COc1ccc(NC(=O)C23CCC(C)(C(=O)C2)C3(C)C)cc1 (configuration not stated),-5,0.9,-3,0.9,-1,1,-11,1,9,0.9
COCCCNC(=O)NC(=O)c1ccccc1,-6,0.9,2,0.9,0,1,4,1,5,1
CCn1cc(CN2CCc3c([nH]c4ccccc34)C2c2cccc(OC)c2)c(C)n1 (configuration not stated),-8,1,-6,0.9,-8,1,11,1.1,6,0.8
CC(Sc1ccc(Br)cc1)C(N)=O (configuration not stated),-10,1,-3,0.9,-2,1,-3,1,6,0.9
CC(=O)Nc1ccc(S(=O)(=O)Nc2nc3n(n2)C(c2ccccc2)CC(=O)N3)cc1 (configuration not stated),-14,0.8,0,0.8,-3,1,2,1,17,0.9
